# CTSL1 counter – cathepsin L1 inhibition, PFM18AAP counter-screen | recombinant F. hepatica cathepsin L1, Z-Leu-Arg-MCA fluorescence | inhibition, % at 5.96 µM | 300,000 tested, 0.49% active;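 active = inhibition above the mean of all tested compounds plus 3 SD, set per screening campaign, cut at about 17% in these data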;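 note: 0% = plate median of test compound wells and 100% = 1 µM Z-Phe-Ala-diazomethylketone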
# Efflux pump mplx – antifungal efflux pump inhibition, Nile Red retention; S. cerevisiae Candida pump triplex; inhibition, % at 10 µM; 330,000 tested, 0.44% active;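 active = plate passing quality check with inhibition over a set limit, or well fluorescence over plate mean plus 4 SD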;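 note: Nile Red retained in pooled yeast measured as flow cytometry median fluorescence; 0% = buffer negative control and 100% = Enniatin B positive control; higher means more Nile Red kept so more efflux inhibition; some compounds called inactive have numbers as strong as hits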
# GASC-1 inh – inhibitors of human GASC-1 (JMJD2C) demethylase | Q9H3R0 | GST-JMJD2C(1-420) H3K9me3 demethylation, DELFIA europium | inhibition, % at 2.35 µM | 330,000 tested, 0.069% active;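 active = more than half of a compound's replicate wells show inhibition beyond 50%, single wells judged on their own value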;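 note: signal counts dimethyl H3K9 product captured on neutravidin plate; 0% = median of DMSO wells and 100% = 0.3 times that DMSO median; strong numbers were not always called active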
# PP5 primary – inhibitors of human protein phosphatase 5 (PP5) | P53041 | 320,000 tested, 0.18% active | inhibition, % at 6.7 µM | purified PP5c, OMFP substrate fluorescence | AID 1987;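 active = inhibition above the campaign's mean inhibition across all tested compounds plus 3 SD, cut at about 9.5% in these data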;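 note: 0% = DMSO only and 100% = 100 µM cantharidin control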
# Target sequence (P53041 whole entry, looked up): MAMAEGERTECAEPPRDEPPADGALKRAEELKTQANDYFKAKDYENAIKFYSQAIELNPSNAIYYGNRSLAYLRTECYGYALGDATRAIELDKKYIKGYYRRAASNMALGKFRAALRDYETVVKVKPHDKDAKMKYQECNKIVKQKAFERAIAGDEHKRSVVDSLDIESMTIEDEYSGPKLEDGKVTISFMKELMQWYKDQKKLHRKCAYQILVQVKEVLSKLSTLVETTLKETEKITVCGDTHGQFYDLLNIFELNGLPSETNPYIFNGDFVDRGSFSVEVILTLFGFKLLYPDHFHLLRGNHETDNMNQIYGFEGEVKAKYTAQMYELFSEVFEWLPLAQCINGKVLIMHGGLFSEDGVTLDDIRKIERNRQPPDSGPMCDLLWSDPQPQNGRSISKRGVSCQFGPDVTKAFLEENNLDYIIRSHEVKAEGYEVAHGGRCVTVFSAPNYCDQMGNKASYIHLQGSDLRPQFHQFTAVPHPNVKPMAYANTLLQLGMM
# TPT1 inh – inhibitors of Candida albicans tRNA 2'-phosphotransferase TPT1; recombinant caTPT1, FP RNA substrate dephosphorylation; inhibition, % at 5 µM; 300,000 tested, 0.81% active; AID 1962;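 active = inhibition above the mean of all tested compounds plus 3 SD, set per screening campaign, cut at about 24% in these data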;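 note: plate controls were DMSO alone for no effect and ferristatin control at 100 nM for full effect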
# core dimer inh – blocks dimerization of HCV core protein. TR-FRET GST/Flag-core106 dimerization, 1536-well. 300,000 tested, 0.33% active. inhibition, % at 5 µM. AID 1899;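 active = inhibition above the mean of all tested compounds plus 3 SD, set per screening campaign, cut at about 45% in these data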
#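 System: GST/Flag-tagged HCV core106 proteins. Incubation: compound-protein-antibody incubation 4 h at 22.5 °C. Technique: HTRF with 340 nm excitation, 617/671 nm emission. Medium: KF-containing HEPES buffer, pH 7.45, DTT, CHAPS, BSA. Read-out: inhibition (%) from 671 over 617 nm ratio. Also added: Eu(K)-anti-GST 90 ng/mL plus XL665-anti-Flag 1 µg/mL.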
# procasp7 counter – activates human procaspase-7, counter-screen for procaspase-3 activators; recombinant procaspase-7, Ac-DEVD-pNA absorbance 405 nm; D23A/D198A/D206A triple mutant, cannot self-cleave; scale: DMSO 0, 5 µM enzyme 100; 330,000 tested, 0.093% active; activation, % at 8.5 µM; P55210;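 active = percent activation above the screen-wide mean plus 3 SD, cut at about 25% in these data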
# Target sequence (P55210 whole entry D23A/D198A/D206A): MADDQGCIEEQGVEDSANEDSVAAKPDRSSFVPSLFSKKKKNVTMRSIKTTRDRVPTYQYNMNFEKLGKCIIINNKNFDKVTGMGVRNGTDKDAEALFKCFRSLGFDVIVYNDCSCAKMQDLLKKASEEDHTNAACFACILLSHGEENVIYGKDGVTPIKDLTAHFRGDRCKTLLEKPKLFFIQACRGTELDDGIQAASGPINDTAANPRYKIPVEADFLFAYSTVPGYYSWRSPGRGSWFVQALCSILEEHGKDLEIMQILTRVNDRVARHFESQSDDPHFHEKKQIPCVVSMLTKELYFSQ
#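 Detection: p-Nitroaniline absorbance at 405 nm, read at 0 and 120 min; system: Uncleavable procaspase-7 mutant enzyme; evaluation: % activation from two-timepoint absorbance difference, scaled to controls; times: 1 h enzyme–compound preincubation and 2 h substrate reaction, both 25 °C; buffer or medium: Zinc-free HEPES pH 7.4 with 300 mM NaCl, 0.01% Triton X-100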
# proCasp3 act – procaspase-3 (human) activation; P42574; recombinant procaspase-3 D3A, Ac-DEVD-pNA absorbance 405 nm; activation, % at 8.5 µM; 330,000 tested, 0.11% active;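 active = activation above the mean of all tested compounds plus 3 SD, cut at about 21% in these data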;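 note: 0% = DMSO alone and 100% = DMSO wells spiked with extra 5 µM PC-3 D3A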
# Target sequence (P42574 whole entry D9A/D28A/D175A): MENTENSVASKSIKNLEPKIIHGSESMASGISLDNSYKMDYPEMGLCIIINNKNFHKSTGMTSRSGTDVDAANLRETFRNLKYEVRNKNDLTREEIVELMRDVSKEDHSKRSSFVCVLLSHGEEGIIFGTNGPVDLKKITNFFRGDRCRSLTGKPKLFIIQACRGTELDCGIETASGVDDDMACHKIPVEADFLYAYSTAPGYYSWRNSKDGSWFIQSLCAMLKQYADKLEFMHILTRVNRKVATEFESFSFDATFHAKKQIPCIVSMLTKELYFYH
#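 System: Procaspase-3 D3A mutant. Medium: Zinc-free 300 mM NaCl, 50 mM HEPES, 0.01% Triton X-100. Schedule: 1 h preincubation plus 2 h reaction at 25 °C. Measured by: 405 nm absorbance of p-nitroaniline, reads at 0 and 120 min. Read-out: percent activation relative to control range.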
# PP1 counter – PP1-alpha (human) inhibition in PP5 counter-screen; P62136; purified PP1alpha, OMFP fluorescence; inhibition, % at 6.7 µM; 320,000 tested, 0.9% active; AID 2235;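 active = inhibition above the mean inhibition of all tested compounds plus 3 SD, computed separately for each screening campaign, cut at about 15% in these data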
# * hit, by the source's call; i = inactive; / = not tested or not shown; & = joins results of further samples.
SMILES,CTSL1 counter,Efflux pump mplx,GASC-1 inh,PP5 primary,TPT1 inh,core dimer inh,procasp7 counter,proCasp3 act,PP1 counter
COc1ccc(C(=O)N2CCC(C(=O)Nc3cccc(C)c3)CC2)cc1OC,-2,0.0,-6,1.2,3,1,0,10,6
COc1cc2c(C(=O)N3CCN(C)CC3)c(CSc3ccccc3)n(C)c2cc1Br,3,-0.1,-9,-1.4,1,1,-2,-1,3
COCc1ccc(CN2CCCCC2C(=O)Nc2ccc(Oc3ccccc3)nc2)o1 (stereo unspecified),1,1.3,11,0.8,0,3,-1,-11,0
Cc1c(C)n(Cc2ccc(F)cc2)c2ccc(C(=O)NCCCN3CCOCC3)cc12,2,-0.3,3,0.5,-3,-3,-12,-2,-2
CN(C)/C=C/c1[nH]c(=O)[nH]c(=O)c1[N+](=O)[O-],-2,0.0,4,0.1,-3,-6,7,10,-4
O=C(NCCCCc1ccccc1)c1ccccc1,-1,0.1,-5,0.3,1,-1,9,0,-3
CC[C@]12c3[nH]c4ccccc4c3CCN1C(=O)C(CC(=O)NCC13CC4CC(CC(C4)C1)C3)C[C@@H]2C(=O)N1CCN(C(=O)C2CC2)CC1 (stereo partly specified),/,0.3,-7,/,/,/,7,8,/
CC(=O)c1cc2c(cc1NS(=O)(=O)c1ccccc1Br)OCO2,-3,-0.1,-3,-0.8,-3,2,5,-3,1
CC(C)C(=O)Nc1ccc(NC(=S)NC(=O)c2ccc([N+](=O)[O-])cc2)cc1,-4,-0.1,-7,1.8,-2,0,-9,-7,1
COc1ccc(OC)c(S(=O)(=O)N2CCCC(C(=O)NCCc3ccccc3)C2)c1 (stereo unspecified),-4,0.3,-11,1.9,3,-3,-2,-5,0
Cc1ccc(Cl)cc1NC(=O)c1cc(NC(=O)CCCC(=O)O)ccc1N1CCCCC1,5,0.3,-5,3.8,2,13,-11,5,1
O=C(CN1CCN(Cc2ccccc2)CC1)N/N=C/c1ccco1,4,-0.2,-1,-2.0,-2,2,-1,-4,-5
Cc1ccc(N2CCN(CCCN3C(=O)C4CCCN4C3=O)CC2)cc1 (stereo unspecified),1,0.0,4,1.8,-1,-3,-2,-2,-1
CC(OC(=O)c1ccco1)C(=O)Nc1nc(-c2ccccc2)cs1 (stereo unspecified),/,-0.3,1,/,/,/,3,-4,/
COc1cc(CNc2ccc(CNc3ncn[nH]3)cc2)ccc1OCc1ccccc1,0,-0.1,-4,2.4,-2,-6,1,1,2
CN1C(=O)C(C)(C)c2cc(S(=O)(=O)NCc3ccc(Cl)cc3)ccc21,-1,-0.2,-3,1.5,-3,7,3,4,-5
COc1ccccc1Cn1c(=S)[nH]c2ccc(Br)cc2c1=O,-1,0.1,6,-0.2,-5,8,2,-2,1
COc1ccccc1N(CC(=O)Nc1c(C)cccc1C)S(C)(=O)=O,-6,-0.1,1,0.6,0,0,4,10,-2
CCCCCC(=O)NC(Nc1ccc(S(N)(=O)=O)cc1)C(Cl)(Cl)Cl (stereo unspecified),0,-0.1,0,0.0,-2,3,1,4,0
Cc1cccc(NS(=O)(=O)c2nnc(NC(=O)c3cccc(C)c3)s2)c1,1,-0.2,i,-1.9,-2,3,0,6,-1
CC(C)CN(CC(C)C)c1nnc(NC(=O)Cn2c(=O)oc3ccccc32)s1,5,-0.1,-9,-0.1,-2,8,-5,6,3
Cc1nn(Cc2ccccc2)c2c1C(c1cccc(Cl)c1)C(C#N)=C(N)O2 (stereo unspecified),-3,0.0,7,3.5,-2,3,4,4,0
COc1ccc(-c2nnc(SCC(=O)N3CCCCC3)o2)cc1,2,-0.1,16,-3.7,-4,-17,3,6,-2
C=CCn1c(SCC(=O)NC(=O)NCc2ccco2)nc2sc(C)c(C)c2c1=O,5,0.0,14,0.0,1,11,2,6,13
CCCCOC(=O)C(C)Nc1n[nH]c(=S)[nH]c1=O (stereo unspecified),-2,0.0,-19,1.5,4,-2,-8,-8,3

# Next compounds.
SMILES,CTSL1 counter,Efflux pump mplx,GASC-1 inh,PP5 primary,TPT1 inh,core dimer inh,procasp7 counter,proCasp3 act,PP1 counter
COC(OC)c1ccnc(SCc2ccccc2Cl)n1,-1,0.0,/,-0.7,-1,-6,4,-3,-1
COc1ccc(NC(=O)CNS(=O)(=O)c2cccc3nonc23)c(OC)c1,4,0.0,-11,-0.5,-1,-3,-3,-4,1
O=C1c2ccccc2C(O)(Cc2ccccc2)N1c1ccc2c(c1)OCO2 (stereo unspecified),3,0.1,0,4.2,0,20,7,-12,2
CCNC(=O)COC(=O)CCC(=O)c1cccs1,-44,0.5,4,-6.9,5,-3,-4,5,0
CCOc1ccc(-c2c(C(=O)N/N=C/c3ccsc3)nnn2-c2nonc2N)cc1,0,-0.1,0,1.5,2,11,2,4,3
CC(=O)Nc1nc(=S)ss1,-4,0.1,13,2.8,0,-4,-15,-6,-2
COc1ccc(N2CCN(C(=O)CSc3ncnc4c3cnn4-c3ccccc3C)CC2)cc1,-4,0.0,7&-5,0.1,7,-1,8,-4,1
COc1ccc(C2=NN(c3nc4ccccc4s3)C(=O)C2)cc1,2,-0.2,5,-2.3,-1,7,-3,-2,12
CCOC(=O)N1CCN(CC(=O)Nc2cc3c(cc2C(C)=O)OCO3)CC1,3,-0.1,4,1.2,3,7,8,8,2
Nc1nc2ccc([N+](=O)[O-])c(N)c2s1,13,-0.1,4,-0.2,-4,-5,-21,-15,1
C[C@H](CO)N1C[C@H](C)[C@@H](CN(C)C(=O)Nc2ccc(C(F)(F)F)cc2)Oc2c(NS(=O)(=O)c3cn(C)cn3)cccc2C1=O,/,0.3,-2,/,/,/,6,6,/
CCOC(=O)c1[nH]c2ccccc2c1CCCN1C(=O)c2ccccc2C1=O,2,-0.1,-4,4.1,1,3,-9,2,32*
CC1CCCC(C)N1C(=O)COC(=O)Cc1ccc(F)cc1 (stereo unspecified),-8,-0.1,-8,1.5,-1,-12,7,6,1
CCOC(=O)[C@H]1[C@H]2COc3ccc(C)cc3[C@@H]2N2C(=O)CN(Cc3ccccc3)C(=O)[C@@]12C,/,0.2,-1,-1.2,/,/,7,4,-3
CN1C(=O)/C(=C/c2ccccc2Cl)Sc2ccc(C(=O)NCc3cccnc3)cc21,0,0.2,-1,3.0,-2,0,7,10,3
O=C(O)C1CCCN1C(=O)Nc1ccccc1 (stereo unspecified),1,0.0,4,-0.2,0,0,3,-2,-3
COc1ccc(CC(=O)NCC2(c3ccc(OC)c(OC)c3)CCOCC2)cc1,-2,0.1,-4,-1.3,3,2,0,2,-3
C=CCNC(=O)Cn1nc(-c2ccccc2)ccc1=O,3,-0.2,4,1.1,-1,-13,-5,5,-1
Cc1ccc(S(=O)(=O)CC(C)N2CCOCC2)c(S(=O)(=O)CC(C)N2CCOCC2)c1 (stereo unspecified),0,-0.1,3,-2.7,-2,-5,-3,8,-3
Cc1cc(NCc2ccco2)nc2cc(O)ccc12,-2,0.0,-10,0.8,1,0,4,7,1
COC(=O)c1c(-c2ccc(OC)cc2)sc2ccc(OC)cc12,/,-0.2,6,/,/,/,9,2,/
O=C(Nc1ccncc1)c1c(F)cccc1F,-12,0.5,22,1.3,-16,-1,-2,0,2
CCC(Sc1nc(N)cc(=O)[nH]1)C(=O)Nc1cc(C)on1 (stereo unspecified),-1,-0.1,11,3.5,3,-1,2,2,-1
CO[C@@H]1[C@@H](OC(N)=O)[C@@H](O)C(Oc2ccc3c(O)c(NC(=O)c4ccc(O)c(CC=C(C)C)c4)c(=O)oc3c2C)OC1(C)C (stereo partly specified),8,0.1,/,2.2,-1,0,1,2,-1
CC1CCCN(Cc2nc(Cc3ccccc3Cl)no2)C1 (stereo unspecified),-2,0.0,-4,-2.2,-2,0,11,1,-2

# (next part)
SMILES,CTSL1 counter,Efflux pump mplx,GASC-1 inh,PP5 primary,TPT1 inh,core dimer inh,procasp7 counter,proCasp3 act,PP1 counter
COc1ccc(-c2cc(C(=O)NNC(=S)NC(=O)c3c(-c4ccccc4)noc3C)[nH]n2)cc1,0,-0.1,-26,2.2,-2,18,-10,-8,18*
O=C(CN(Cc1ccccc1F)S(=O)(=O)c1ccc(Cl)cc1)NCCC1=CCCCC1,0,0.2,11,1.0,0,1,4,0,-2
O=C1CCc2cc(S(=O)(=O)N3CCC(C(=O)NCc4ccccn4)CC3)ccc2N1,2,0.1,83,0.1,-4,-3,-3,-9,-2
COc1ccc(C(=O)Nc2ccc(S(=O)(=O)NC(C)=O)cc2)cc1,3,-0.1,14,12*,-2,-6,3,6,-1
Cc1ccc(C(=O)NCCNC(=O)c2ccccn2)cc1,1,0.0,-30,0.1,-2,-5,9,6,-3
CCc1nc(N2CCCCC2)c2oc3ccccc3c2n1,3,0.4,10,5.2,2,4,11,5,-3
O=C(COC(=O)Cn1[nH]c(=O)c2ccccc2c1=O)Nc1ccc2c(c1)OCO2,-36,0.0,-3,1.2,1,9,-5,5,-3
COc1ccc(/C(C)=N/Nc2nncc3ccccc23)cc1,6,0.1,-19,1.6,2,-2,0,8,0
Cc1cc(N/N=C/c2ccc(N(C)C)cc2)nc(NCc2ccccc2)n1,5,0.3,-14,4.0,-1,-5,32*,57*,16*
Cc1ccc(C(=O)Cn2cncn2)cc1,0,-0.1,8,1.7,1,-9,-1,-3,1
CCC(C)(C#CCN1CCCCC1)OC(C)=O (stereo unspecified),-2,-0.1,4,2.9,-7,-6,7,1,1
CCCc1nc2ccccc2c(C(=O)OCc2nnc(-c3cc(OC)c(OC)c(OC)c3)o2)c1CC,6,0.2,/,1.7,0,7,0,9,-1
Cc1cc(NC(=O)c2ccc([N+](=O)[O-])cc2)n(C)n1,4,0.2,2,2.2,1,-5,6,7,-7
COc1ccc(NC(=O)C2C3C=CC4(O3)C2C(=O)N(CCN2CCCCC2C)C4C(=O)NC2CCCCC2)cc1 (stereo unspecified),10,0.6,-11,2.1,1,-4,-2,-5,0
Cc1ccc2c(c1)C(=O)N1[C@H]3c4cc(Br)ccc4OC[C@@H]3[C@H](c3ccccc3)[C@]1(C)C(=O)N2,/,-0.1,14,/,/,/,11,-1,/
Cc1ccc(S(=O)(=O)NC(C)(C)CSc2nnc(N)s2)cc1,0,0.0,3,0.1,0,-2,-4,0,-1

# Entries of single compounds, looked up by structure. Order of values: CTSL1 counter | Efflux pump mplx | GASC-1 inh | PP5 primary | TPT1 inh | core dimer inh | procasp7 counter | proCasp3 act | PP1 counter
# Cc1ccc(S(=O)(=O)NC(C)(C)CSc2nnc(N)s2)cc1 across the screens: 0 | 0.0 | 3 | 0.1 | 0 | -2 | -4 | 0 | -1
# Cc1ccc2c(c1)C(=O)N1[C@H]3c4cc(Br)ccc4OC[C@@H]3[C@H](c3ccccc3)[C@]1(C)C(=O)N2 across the screens: / | -0.1 | 14 | / | / | / | 11 | -1 | /

# Compound activity: PubChem, several laboratories

# Random draw from the library; 2.9% or so of the library scored in one or more.
